E-sel inducer: E-selectin induction on HUVECs. P16581. HUVEC E-selectin immunofluorescence imaging; normalized: neutral wells 0, TNF-alpha wells 100. activation, % at 7.58 µM. 0.37% of 260,000 active. AID 686992;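 active = mean E-selectin-positive cell signal at least 10% of the positive control, reached in at least 60% of replicates, without over 20% cell loss; inconclusive = no rule given, readout overlaps actives, possibly toxicity-flagged; inactive = the rest, including those meeting only one limit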;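 note: in these data hits start at about 27%; measured in HUVEC primary endothelial cells; signal is the percent of cells scored E-selectin positive by PE staining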
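Assay system: HUVEC primary endothelial cells. Input: 3,000 HUVEC seeded per well. Doses: one compound dose added by pin transfer. Read-out basis: % PE-positive cells. Benchmarks: TNF-alpha high, DMSO low. Detection: immunofluorescence imaging. Buffer or medium: EGM-2, gelatin.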
DENV2 CPE rescue: DENV2-induced cell death inhibition; DENV2-infected cells, cytopathic effect rescue, plate reader; CPE inhibition, % at 9.99 µM; 1.7% of 350,000 active; in the data active = CPE inhibition above about 20%, passing the limit was not always enough; inconclusive = no clear call, values can overlap the other calls; tested in BHK-21 cells;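 note: 0% = median of neutral control wells and 100% = median of positive control wells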
Statin myotox sup: protects C2C12 myotubes from simvastatin toxicity. ATP luminescence, 48 h; scaled: DMSO 0, geranylgeraniol control 100. rescue of ATP level, % at 7.49 µM. 0.78% of 330,000 active. AID 602340;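 active = mean ATP rescue above about 67%, or every replicate alone reaching that limit, limit read from the data, passing the limit was not always enough; inconclusive = no clear call, values can overlap the other calls; inactive = mean under the limit and some replicate under it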;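 note: myotubes were challenged with 10 µM simvastatin during compound exposure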
SIRT5 block: blocks human SIRT5 desuccinylation of peptide; Purified SirT5, succinyl-peptide AMC, trypsin-coupled fluorescence; inhibition, % at 15 µM; 1.1% of 330,000 active; AID 652115; in the data active = inhibition above about 15%; inconclusive = no clear call, values can overlap the other calls
Target sequence (Q9NXA8 whole entry, looked up): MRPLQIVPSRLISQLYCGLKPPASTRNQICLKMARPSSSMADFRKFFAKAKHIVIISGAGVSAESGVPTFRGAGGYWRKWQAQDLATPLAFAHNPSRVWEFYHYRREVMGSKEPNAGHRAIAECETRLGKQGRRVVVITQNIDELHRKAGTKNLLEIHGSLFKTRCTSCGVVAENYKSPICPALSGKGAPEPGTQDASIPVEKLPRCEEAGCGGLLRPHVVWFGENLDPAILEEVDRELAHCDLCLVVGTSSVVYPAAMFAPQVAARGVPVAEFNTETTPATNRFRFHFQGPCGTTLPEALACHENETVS
ERp5 inh: inhibitors of human ERp5; Q15084; ERp5 insulin aggregation, absorbance 650 nm, 90 min; inhibition, % at 9.99 µM; 0.05% of 350,000 active;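 active = mean replicate inhibition above about 25%, with every replicate also reaching it, limit read from the data, passing the limit was not always enough; inconclusive = only one of those two criteria met; inactive = neither criterion met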
Target sequence (Q15084 whole entry, looked up): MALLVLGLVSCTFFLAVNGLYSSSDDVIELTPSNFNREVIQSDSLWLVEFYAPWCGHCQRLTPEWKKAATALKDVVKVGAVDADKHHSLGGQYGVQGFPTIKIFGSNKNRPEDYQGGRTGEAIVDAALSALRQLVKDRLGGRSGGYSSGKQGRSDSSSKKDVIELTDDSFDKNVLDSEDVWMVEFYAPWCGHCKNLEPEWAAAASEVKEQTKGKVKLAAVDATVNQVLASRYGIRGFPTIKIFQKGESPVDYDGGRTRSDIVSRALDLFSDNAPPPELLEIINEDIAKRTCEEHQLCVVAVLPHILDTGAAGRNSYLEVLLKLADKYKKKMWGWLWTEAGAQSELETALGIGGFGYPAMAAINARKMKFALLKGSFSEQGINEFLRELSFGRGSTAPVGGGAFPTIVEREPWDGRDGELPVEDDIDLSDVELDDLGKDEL
S100A4 inh HTS: inhibitors of human S100A4 binding to myosin IIA peptide | inhibition, % at 10.7 µM | 0.14% of 360,000 active | S100A4/TAMRA-MyoIIA peptide fluorescence polarization | P26447 | AID 652163;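 active = mean inhibition of at least 70% across replicates, with every replicate also reaching that level; inconclusive = mean inhibition reaches 70% but some replicates fall short; inactive = mean inhibition below 70%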
Target sequence (P26447 whole entry, looked up): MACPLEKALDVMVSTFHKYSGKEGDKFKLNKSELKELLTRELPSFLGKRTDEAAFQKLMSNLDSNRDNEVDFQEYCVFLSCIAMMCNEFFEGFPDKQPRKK
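Test system: S100A4 monomer protein; Medium: HEPES pH 7.2 with CaCl2, KCl, NaCl, DTT, Triton; Probe or stimulus: TAMRA-labelled myosin IIA heavy-chain peptide probe, 5 nM; Doses: one dose per compound; Times: polarization read 5 min after assay mix addition, stable 5–60 min; Benchmarks: neutral control DMSO, positive control TFP.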
PglD DTNB: PglD (C. jejuni) enzyme inhibition | purified PglD enzyme, DTNB colorimetric CoA detection | inhibition, % at 12.5 µM | 0.098% of 360,000 active | AID 602405; in the data active = inhibition above about 16%, passing the limit was not always enough; inconclusive = no clear call, values can overlap the other calls; note: strong numbers were not always called active
* marks the source's active call; other numbers are inactive results; ? = inconclusive; . = no result given; & = joins results of further samples. A portion of the library; rates above refer to the full screens.

smiles | E-sel inducer | DENV2 CPE rescue | Statin myotox sup | SIRT5 block | ERp5 inh | S100A4 inh HTS | PglD DTNB
O=C(CC(C(=O)O)c1c(F)cccc1Cl)c1ccc(Cl)cc1 (stereo not given) | 0.0 | 4.0 | 9.4 | 1.5 | -5.2 | -1.0 | -0.9
CC(=O)C(=Cc1cc(C)n(-c2ccccc2)c1C)C(C)=O | . | -9.6 | . | -3.2 | 4.2 | 2.6 | .
CCCC1Cc2[nH]c(=O)c(C#N)cc2CO1 (stereo not given) | -1.5 | -0.7 | 11.1 | -14.9 | 1.5 | -1.5 | 13.7
CCN(C[C@@H]1[C@@H](c2ccccc2)[C@H](CO)N1S(C)(=O)=O)C(=O)C1CC1 | 0.8 | 10.4 | 2.4 | 0.4 | 8.9 | -9.9 | 5.2
CCCCCC(=O)Nc1ccc(S(=O)(=O)Nc2nccc(C)n2)cc1 | . | 2.9 | . | -0.6 | -0.2 | -0.9 | .
CCOc1ccc(S(=O)(=O)N2CCC(C(=O)N3CCCCCC3)CC2)cc1C | -0.1 | -3.3 | 8.4 | 0.0 | 4.0 | 2.8 | -4.1
COC(=O)c1cc(S(=O)(=O)N2CCN(c3ccc(F)cc3)CC2)cn1C | . | 4.6 | -2.7 | -1.2 | 4.7 | -0.5 | -2.3
COC(=O)c1c(N2C(=O)Nc3ccccc3N2O)sc(C)c1C | 2.7 | -9.6 | -3.1 | 3.9 | -1.5 | -3.4 | 4.9
COCCNc1ncnc2c1ncn2[C@H]1CN(Cc2cccs2)C[C@@H](CO)O1 | 0.3 | -6.2 | -18.5 | -2.9 | 0.2 | -2.1 | -0.7
O=S(=O)(c1ccccc1F)N1CCCCN2[C@H](CO)[C@H](c3ccc(-c4ccccc4)cc3)[C@@H]2C1 | -0.5 | -1.0 | . | 1.8 | -0.1 | -0.5 | 1.2
CCC(=O)N1CC2(CCN(Cc3ccc(F)cc3)CC2)c2c(n(C)c3cc(OC)ccc23)[C@@H]1CO | 0.2 | 1.7 | . | . | 2.6 | 5.0 | .
O=C(COC(=O)c1cc(=O)[nH]c2ccccc12)Nc1nc(-c2cccc(Br)c2)cs1 | . | -0.7 | . | -2.2 | -8.0 | 0.1 | .
COC(=O)CC1COc2ccccc2N1C(=O)c1cc(OC)c(OC)c(OC)c1 (stereo not given) | -0.4 | -2.6 | -1.4 | -1.3 | 0.8 | -1.1 | 4.5
Cc1c(-n2cccc2C=O)cccc1[N+](=O)[O-] | 1.6 | -7.7 | . | -1.3 | 13.9 | -1.6 | .
CN(c1ccccc1C(=O)NCc1ccccc1Cl)S(=O)(=O)c1ccccc1 | . | -1.4 | 15.0 | 0.1 | 2.2 | -0.8 | -0.5
CCSc1ccc([C@@H]2[C@@H]3C(=O)N(C)C(=O)[C@@H]3[C@]3(C(=O)OC)CCCCN23)cc1OC | -0.1 | ? | 4.5 | . | -4.9 | 11.2 | 0.3
Cn1c(=O)oc2cc(S(=O)(=O)Nc3ccc(C(=O)O)cc3)ccc21 | 0.0 | 10.1 | 0.3 | -3.3 | -6.9 | -23.3 | -3.0
COC(=O)c1ccccc1-c1ccc(C(c2c(C)[nH][nH]c2=O)c2c(C)[nH][nH]c2=O)o1 | . | -4.9 | . | 2.2 | 1.0 | -7.3 | .
N#Cc1ccccc1Sc1ccccc1N | . | 2.6 | -19.8 | 3.2 | -1.7 | -5.0 | 3.1
CN(C)C(=O)CN1CCN(Cc2cn(C)nc2-c2ccc3c(c2)OCCO3)CC1 | . | -4.5 | . | -6.0 | 2.4 | 0.3 | .
COc1ccc(O)c(CN2CCC(n3nccc3NC(=O)CCOc3ccccc3)CC2)c1 | -0.3 | 12.1 | . | -4.0 | -4.1 | -1.8 | -1.6
N#CCCN(C(=O)COC(=O)CCC(=O)c1cccs1)c1ccccc1 | 6.5 | 2.7 | 8.9 | -2.8 | -0.4 | 0.9 | -0.8
CC(C)N1C(=O)CCC1C(=O)O (stereo not given) | . | 33.0* | -1.6 | -1.6 | -2.7 | -2.9 | -0.2
CC(C)Cn1c(SC(C)C(=O)NCC2CCCO2)nc2ccc(Cl)cc2c1=O (stereo not given) | . | -3.3 | 6.9 | 6.8 | 0.7 | -1.0 | -3.4
O=C(C[C@@H]1C=C[C@H](NC(=O)CC2CC2)[C@H](CO)O1)NCC(F)(F)F | -0.3 | -3.7 | -16.9 | 0.0 | -0.6 | -5.2 | 0.5
C=CCn1c(C)c(C(=O)OCC)c2cc(O)c3ccccc3c21 | 0.0 | 4.7 | -0.4 | -3.8 | -0.2 | -3.7 | -4.8
O=S1(=O)CC(N2CCN(CCO)CC2)CN1Cc1ccccc1 (stereo not given) | 2.4 | 17.5 | 10.7 | 0.5 | 0.5 | -8.5 | 2.5
NCCCC[C@H](N[C@@H](CCc1ccccc1)C(=O)O)C(=O)N1CCC[C@H]1C(=O)O | 1.9&-0.1 | ? | -3.7&-10.8 | 0.8&-3.1 | -1.8&0.3 | -1.4&-14.3 | -2.4&4.8
COc1cccc(CSc2nc3cc4c(cc3cc2C)OCCO4)c1 | . | -2.2 | -2.5 | . | -4.2 | 9.5 | 1.8
Cc1ccc(S(=O)(=O)Nc2cccc3c2O[C@@H](CN(C)Cc2ccc(C(F)(F)F)cc2)[C@H](C)CN([C@@H](C)CO)C3=O)cc1 | -0.3 | 1.8 | 77.6* | 1.9 | 3.1 | 3.0 | 0.4

Record cards, as listed above. Order of values: E-sel inducer	DENV2 CPE rescue	Statin myotox sup	SIRT5 block	ERp5 inh	S100A4 inh HTS	PglD DTNB
`COc1cccc(CSc2nc3cc4c(cc3cc2C)OCCO4)c1` is listed with .	-2.2	-2.5	.	-4.2	9.5	1.8
`C=CCn1c(C)c(C(=O)OCC)c2cc(O)c3ccccc3c21` is listed with 0.0	4.7	-0.4	-3.8	-0.2	-3.7	-4.8
`N#CCCN(C(=O)COC(=O)CCC(=O)c1cccs1)c1ccccc1` is listed with 6.5	2.7	8.9	-2.8	-0.4	0.9	-0.8
`CC(C)N1C(=O)CCC1C(=O)O` (stereo not given) is listed with .	33.0*	-1.6	-1.6	-2.7	-2.9	-0.2
`Cc1ccc(S(=O)(=O)Nc2cccc3c2O[C@@H](CN(C)Cc2ccc(C(F)(F)F)cc2)[C@H](C)CN([C@@H](C)CO)C3=O)cc1` is listed with -0.3	1.8	77.6*	1.9	3.1	3.0	0.4

Next entries.
smiles | E-sel inducer | DENV2 CPE rescue | Statin myotox sup | SIRT5 block | ERp5 inh | S100A4 inh HTS | PglD DTNB
C[C@H]1CN([C@@H](C)CO)C(=O)c2cc(NS(C)(=O)=O)ccc2O[C@H]1CN(C)Cc1ccccc1 | -0.3 | -6.5 | -11.7 | -2.1 | -1.1 | 12.0 | 2.7
C[C@H](CO)N1C[C@H](C)[C@@H](CN(C)Cc2ccc(C(=O)O)cc2)Oc2ccc(NC(=O)Nc3ccccc3)cc2CC1=O | -0.1 | -8.4 | -8.0 | 2.6 | -3.8 | 6.1 | 0.9
O=C(O)/C=C/C(=O)NNc1ncnc2ccccc12 | . | -1.1 | 1.8 | 3.8 | 3.2 | 4.4 | 2.4
CCCN(CC1CC1)C(=O)CSc1ncnc2sccc12 | 2.7 | . | . | -3.0 | 3.7 | 48.0 | .
CCCCn1c(N)c(N(CC(C)C)C(=O)C2CCCN(C(=O)c3ccc(Cl)cc3)C2)c(=O)[nH]c1=O (stereo not given) | -2.5 | -1.6 | -4.1 | 1.2 | -3.8 | -0.3 | -1.7
Cc1noc(C)c1S(=O)(=O)Nc1ccc2c(c1)CC(=O)N([C@@H](C)CO)C[C@H](C)[C@H](CN(C)C)O2 | -0.1 | 11.6 | 0.8 | 1.7 | 0.4 | -7.7 | 9.6
CCOc1ccc2nc(NC(=O)c3ccc(OCC4CCCO4)cc3)sc2c1 (stereo not given) | . | -3.3 | -0.5 | . | 7.1 | -2.2 | -6.2
COc1ccccc1Oc1ccc2c(c1)C(=O)N(c1cccc3ncccc13)C2=O | . | 1.3 | . | 4.7 | 1.0 | 6.5 | .
CCCn1c(CCC(=O)O)nc2cc(S(N)(=O)=O)ccc21 | -0.7 | 0.4 | . | -2.3 | 6.0 | -4.7 | .
COc1ccc2c3c([nH]c2c1)[C@@H](CO)N(C(C)=O)CC31CCN(C(=O)c2ccc3c(c2)OCO3)CC1 | -0.1 | -4.6 | . | -1.6 | 4.7 | -7.9 | .
CCCc1ccc2oc(C(=O)N3CCN(C4CCS(=O)(=O)C4)CC3)c(C)c2c1 (stereo not given) | . | -1.1 | 7.6 | -3.4 | 3.0 | -2.7 | 5.0
COc1ccc(CN2C[C@@H](C)[C@H](OC)CN(C)C(=O)c3cc(NC(=O)c4nc5ccccc5s4)ccc3OC[C@@H]2C)cc1 | -0.1 | -5.9 | 6.8 | . | 0.1 | -14.0 | -1.0
COC(=O)c1c(NC(=O)COc2ccc(Cl)cc2)sc2c1CC(C)(C)NC2(C)C | 0.2 | -4.1 | -19.0 | 0.1 | 6.8 | -6.1 | -1.9
O=C(NC1CCN(Cc2ccccc2)CC1)c1cccc(S(=O)(=O)Nc2ccc(F)cc2)c1 | -1.5 | -5.0 | -5.6 | -2.9 | -1.7 | -2.7 | 2.2
CC1CN(C(=O)CCC(=O)N2CCCCC2)c2ccccc2O1 (stereo not given) | -0.3 | 2.3 | -1.5 | -4.2 | 2.7 | -3.4 | 1.3
COc1ccc(-c2nc(-c3ccncc3)no2)cc1 | ? | -4.8 | 2.6 | -1.0 | 2.4 | -4.3 | 0.1
CCc1cc2c(-c3ccccc3)cc(=O)oc2cc1OC(=O)c1cccs1 | 0.6 | 8.1 | . | -5.0 | -2.5 | 1.4 | .
CCC(C(=O)NCc1ccco1)N(C(=O)CNS(=O)(=O)c1ccc(F)cc1)c1ccccc1F (stereo not given) | -9.5 | -3.0 | -0.3 | -0.9 | 2.4 | 0.9 | 1.9
Cc1nc(N)c(Br)c(C)c1Br | . | 1.0 | . | -9.1 | 4.4 | 8.0 | .
O=C(NNC(=O)c1cc(-c2cccc(Br)c2)nc2ccccc12)c1csc(N2CCOCC2)n1 | -0.5 | -4.0 | -4.2 | -3.0 | 0.0 | -0.6 | 5.2
COc1ccccc1C(C)NC(=O)Cc1ccc(S(=O)(=O)N2CCOCC2)s1 (stereo not given) | 0.3 | -10.5 | -14.4 | -7.7 | -5.0 | -3.2 | .
CC(C)NC(=O)N(C)C[C@@H]1Oc2ccc(NC(=O)Nc3cccc4ccccc34)cc2C(=O)N([C@@H](C)CO)C[C@@H]1C | 1.1 | 6.4 | -17.9 | 4.1 | 0.9 | 19.1 | -3.5
CCCC(=O)N1CC2(CCN(C(C)=O)CC2)c2c(n(C)c3cc(OC)ccc23)[C@H]1CO | 0.3 | 3.5 | . | -1.3 | -0.6 | -38.0 | .
CCN1CCN(Cc2c(O)ccc3c2O/C(=C\c2ccccc2)C3=O)CC1 | 0.0 | -2.6 | . | 6.6 | -0.5 | -0.1 | .
CCCN1[C@H](C(=O)NCC)[C@@H](CO)[C@@H]2Cn3c(ccc(-c4ccc(C(=O)N(C)C)cc4)c3=O)[C@@H]21 | 0.0 | -2.2 | -9.5 | -0.1 | 3.2 | 1.3 | 0.6
CC1=Nc2cc(C(=O)O)ccc2Sc2ccc(Br)cc21 | 4.3 | 8.6 | 15.5 | 23.4* | 13.0 | -6.3 | 2.0
CCOC(=O)Cn1c(=NC(=O)CSC(C)=O)sc2cc(F)ccc21 | 0.7 | 2.1 | 2.6 | -0.6 | -2.5 | -1.1 | 1.1
COc1ccc(S(=O)(=O)Cc2ccc(C(=O)N3CCN(c4cc(Cl)ccc4C)CC3)o2)cc1 | . | 19.4 | -24.9 | . | -5.9 | 0.5 | -2.4
CC(C)NC(=O)Nc1ccc2c(c1)C(=O)N([C@@H](C)CO)C[C@@H](C)[C@@H](CN(C)C(=O)NC(C)C)OCCCC[C@@H](C)O2 | . | -1.8 | . | 3.5 | -0.9 | 9.0 | 7.6

Compound activity (PubChem)
